Screening data from PubChem.
GSK3 alpha inh: inhibitors of human GSK-3 alpha kinase | P49840 | ADP-Glo luminescence, 60 min | inhibition, % at 10 µM | 320,000 compounds, 0.1% hits | AID 2650;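 in the data active = inhibition above about 50%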;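 also: GST-tagged GSK-3 alpha with peptide substrate and 25 µM ATP; 0% = DMSO neutral wells and 100% = GW8510 positive control wells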
Target sequence (P49840 whole entry, looked up): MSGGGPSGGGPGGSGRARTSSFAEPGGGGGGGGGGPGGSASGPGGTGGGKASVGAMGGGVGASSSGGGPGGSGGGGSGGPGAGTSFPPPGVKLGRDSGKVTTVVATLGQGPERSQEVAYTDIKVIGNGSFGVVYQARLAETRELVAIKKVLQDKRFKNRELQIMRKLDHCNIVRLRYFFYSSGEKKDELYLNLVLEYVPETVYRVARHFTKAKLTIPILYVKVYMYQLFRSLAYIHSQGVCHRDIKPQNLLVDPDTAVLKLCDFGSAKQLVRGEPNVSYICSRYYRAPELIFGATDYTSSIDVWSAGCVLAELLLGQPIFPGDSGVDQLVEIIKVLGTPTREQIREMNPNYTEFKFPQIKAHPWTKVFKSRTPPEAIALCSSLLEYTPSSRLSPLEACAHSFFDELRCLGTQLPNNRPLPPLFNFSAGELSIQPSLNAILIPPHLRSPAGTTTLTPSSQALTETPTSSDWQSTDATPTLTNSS
AI-2 QS modul: modulates the Vibrio harveyi AI-2 quorum sensing system. activity change, % at 7.5 µM. 300,000 compounds, 0.4% hits. Vibrio harveyi JMH597 AI-2 luminescence/OD600 ratio, 9 h; active compounds read low; strain lacks LuxN and CqsS sensors; 0 = neutral-control median. AID 2094; in the data active = activity change below about -75%, passing the limit was not always enough; inconclusive = no clear call, values can overlap the other calls;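 also: luminescence divided by OD600 gain over 9 h not by final OD600 alone; inactives centre near 13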
Platelet DG rel: modulates dense granule release in human platelets; human platelet-rich plasma, SFLLRN dense granule ATP release, luminescence; inhibition, %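 (compounds screened at 7.5 µM in platelet-rich plasma)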; 300,000 compounds, 0.22% hits; AID 1663;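 active = mean replicate score, as percent of positive control, at or above 50; inconclusive = mean below 50 but at least one replicate at or above 50; inactive = mean and every replicate below 50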
PolyA inhibitor: blocks polyadenylation in yeast reporter cells; S. cerevisiae SKY197-pL101 polyadenylation reporter, beta-gal luminescence; efflux-impaired pdr1/pdr3 knockout yeast; score 100 = 6 SD above DMSO; AID 1875; 300,000 compounds, 0.02% hits; calls only at 12 µM;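 active = lowest replicate activity score at least 50, where 100 means six control SD above control mean; inconclusive = lowest score under 50 but half or more replicates reach 50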;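 also: yeast exposed to compound for 9 h at 30 °C; higher score means more reporter readthrough which indicates perturbed polyadenylation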
HDAC3 inh: blocks human histone deacetylase 3. O15379. inhibition, % at 8.3 µM. 320,000 compounds, 0.15% hits. AID 2718. recombinant HDAC3, fluorogenic peptide/trypsin coupled, fluorescence; in the data active = inhibition above about 26%, passing the limit was not always enough; inconclusive = no clear call, values can overlap the other calls
Target sequence (O15379 whole entry, looked up): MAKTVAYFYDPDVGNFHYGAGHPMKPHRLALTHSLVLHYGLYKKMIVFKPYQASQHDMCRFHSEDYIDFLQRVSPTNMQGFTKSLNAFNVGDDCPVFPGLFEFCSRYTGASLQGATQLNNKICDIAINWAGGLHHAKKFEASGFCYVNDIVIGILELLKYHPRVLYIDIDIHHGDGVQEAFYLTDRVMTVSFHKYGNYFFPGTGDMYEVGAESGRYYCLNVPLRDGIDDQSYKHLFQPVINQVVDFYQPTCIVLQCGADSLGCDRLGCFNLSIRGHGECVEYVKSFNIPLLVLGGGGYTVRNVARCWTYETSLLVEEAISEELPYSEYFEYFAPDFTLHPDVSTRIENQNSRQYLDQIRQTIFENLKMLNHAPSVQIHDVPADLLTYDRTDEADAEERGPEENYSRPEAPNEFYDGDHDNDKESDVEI
HSF1 inhib: HSF1 inhibition. NIH3T3-HGL HSE-luciferase, MG132-induced, luminescence 8 h; active compounds read low. activity change, negative = inhibition, % at 7.5 µM (by protocol). 300,000 compounds, 0.77% hits;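 active = more than half of replicate wells show activity change below -50%, luminescence cut by over half; inconclusive = some wells, but at most half, below -50%; inactive = no replicate well below -50%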;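 also: luciferase reports HSF-1 transcriptional activity via heat shock element; 0% = median of DMSO wells and -100% = zero luminescence signal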
DYRK1A inh: blocks rat Dyrk1A kinase activity. Q63470. ADP-Glo luminescence, NFATc1 peptide. inhibition, % at 12.5 µM. 310,000 compounds, 0.43% hits; in the data active = inhibition above about 50%;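 also: plate controls were vehicle with enzyme for no effect and no enzyme for full effect; many of its hits are not listed in these tables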
HSP90 refold inh: inhibitors of HSP90 luciferase refolding in rabbit reticulocyte lysate; luciferase refolding luminescence, 3 h; inhibition, % at 5.6 µM; 290,000 compounds, 0.91% hits; AID 1789;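 active = inhibition above the screen-wide mean plus 3 SD, computed separately per campaign, cut at about 16% in these data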;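 also: 0% = DMSO wells and 100% = 60 µM geldanamycin wells; inhibitors lower the luminescence because luciferase stays unfolded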
HSF-1 act: increases HSF-1 driven luciferase reporter signal; NIH3T3-HGL HSF-1 luciferase reporter, MG132, 8 h; 100% = twice DMSO control signal; AID 504408; 300,000 compounds, 1.7% hits; activation, % at 9 µM;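 active = mean replicate activation of at least 50% with a set share of replicates each reaching 50%; inconclusive = only one of those two conditions met; inactive = mean below 50% and too few replicates reaching it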;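 also: 0% = median of the neutral control wells and 100% = twice that signal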
GSK3beta inhib: blocks human GSK3beta kinase activity. GST-GSK3beta kinase, ADP-Glo luminescence, 60 min; active compounds read low. activity score (negative = inhibition), % at 10 µM. 300,000 compounds, 0.038% hits. AID 2097;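 active = more than half of replicate wells score below -50%, meaning over 50% inhibition versus plate controls; inconclusive = some replicates but at most half score below -50%; inactive = no replicate scores below -50%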;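 also: 0% = median DMSO wells and -100% = median GW8510 positive control wells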
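Assay system: GST-fused GSK3beta enzyme, cell-free / Medium: Tris pH 7.5 buffer with MgCl2, DTT, BSA, heparin / Also added: peptide substrate plus 25 µM ATP (final) / Compound: 10 µM single point / Timing: kinase reaction with compound 60 min at room temperature / Detection: ADP-Glo luminescence / Benchmarks: DMSO neutral wells and GW8510 at 20 µM as positive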
Starred values were filed as active, the others as inactive; i = inactive; ? = inconclusive; . = no result given.

The line under a structure holds: GSK3 alpha inh	AI-2 QS modul	Platelet DG rel	PolyA inhibitor	HDAC3 inh	HSF1 inhib	DYRK1A inh	HSP90 refold inh	HSF-1 act	GSK3beta inhib
> CN(C)S(=O)(=O)c1cccc(C(=O)NCC2CCCCC2)c1
 : -3	17	2	i	-7	1	5	-6	3	3
> CSCC[C@H](NC(=O)COc1ccc(Cl)cc1)C(=O)N1CCC2(CC1)NCCc1[nH]cnc12
 : -1	28	5	i	5	-2	-2	-4	1	-1
> O=C1NC[C@H](CC2CCCCC2)N(CC2CCCCC2)C1=O
 : 1	-3	-3	i	-3	7	7	.	-11	0
> COC(=O)c1cccc(Cn2c(Cl)c(/C=N/NC(=O)c3ccco3)sc2=O)c1
 : 1	13	1	i	20	2	.	-7	-1	-3
> CCOC(=O)c1c(NC(=O)CN2CCCCC2)sc(CN(C)C)c1-c1ccccc1
 : 2	6	-4	i	0	5	-1	6	-5	3
> Oc1ccc(CN2CCC(Cc3ccccc3)CC2)c2cccnc12
 : .	-50	6	i	.	-30	.	4	-36	1
> COc1ccccc1-c1nc(N)n[nH]1
 : 0	32	-3	i	-16	1	-4	2	-9	2
> CC(C)CCc1c(O)nc(SCC(=O)N2CCCCCC2)[nH]c1=O
 : -2	23	-1	i	4	-74*	-9	-5	-78	0
> CCS(=O)(=O)c1nc(S(=O)(=O)c2ccc(C)cc2)c(NCCCN2CCOCC2)s1
 : 1	25	-8	i	2	-8	3	2	-22	4
> CCOc1ccc(CCNc2nc3ccccc3n3c(C)nnc23)cc1OCC
 : -1	7	11	i	3	-7	0	0	-4	2
> N=C1C(c2nc3ccccc3s2)=C(O)CN1C1CCCCC1
 : 1	3	10	i	2	26	4	-3	54*	2
> CCCc1nc2ccccc2c(C(=O)OCC(=O)Nc2c(C)n(C)n(-c3ccccc3)c2=O)c1CC
 : 0	32	-4	i	2	-9	-2	3	-33	1
> Cc1ccc2nc(SCC(=O)Nc3cccc(S(N)(=O)=O)c3)[nH]c2c1
 : 2	-1	0	i	.	-2	7	0	-6	-7
> COc1ccc2c(c1)cc1c(=O)n(CC(=O)NC(C)CCc3ccccc3)nc(C)n12 (centres undefined)
 : 18	9	9	i	-7	5	-1	-4	43	1
> Cc1ccc(NC(=O)c2ccc(CSc3nccc(C)n3)cc2)cc1
 : 2	21	2	i	-4	3	6	0	9	0
> COc1ccc(/C(C)=N/N=C(\C)c2ccc(OC)cc2OC)c(OC)c1
 : -1	7	-1	i	-4	-8	4	-4	7	-2
> Cc1[nH]c2ccccc2c1C(=O)C(C)OC(=O)c1ccc([N+](=O)[O-])o1 (centres undefined)
 : .	35	-11	i	1	19	.	-1	36	-1
> CCOC(=O)c1sc(NC(=O)CSc2nc(C)cc(C)n2)c(C#N)c1C
 : -2	13	-1	i	2	-5	1	-1	-22	0
> COc1ccccc1-n1cnc2cc(NCc3ccccc3O)ccc21
 : -3	10	9	.	3	11	5	2	17	4
> COC(=O)C(Cc1ccccc1)NC(=O)c1cc(=O)[nH]c2ccccc12 (centres undefined)
 : 2	21	-3	i	2	1	0	1	-6	5
> COc1ccc(CN2CCSCC2)cc1C
 : -2	11	1	i	4	-7	-2	1	-14	1
> CCC1C(=O)c2ccccc2N(C)C1=O (centres undefined)
 : -3	12	-2	i	-9	-3	6	0	-12	2
> COc1ccccc1CCc1nnc(CCC(=O)N(C)Cc2cccc3ncccc23)o1
 : -3	14	10	i	6	8	5	-2	9	2
> COC(=O)C(NC(=O)c1ccccc1)=C1C=C(C)OC(C)=C1
 : 1	6	-2	i	3	.	-32	2	.	2
> Cc1ccc(C(=O)N2CCN(c3ccc(NC(=S)NC(=O)Cc4ccccc4)cc3)CC2)cc1
 : 0	8	-14	i	8	-1	7	4	8	0
> COc1ccc(NC(=O)C(F)(F)F)cc1OC
 : 0	23	0	i	0	-7	-1	-3	-4	-3
> Fc1cc(Cl)c(OCc2noc(-c3ccsc3)n2)c(Cl)c1
 : -2	14	0	i	3	17	8	1	36	3
> CC1(C)CC(NC(=O)c2cc(COc3cccc(C(F)(F)F)c3)on2)CCO1 (centres undefined)
 : -5	15	12	i	3	9	1	-8	19	-2
> COc1cccc(N(C(=O)Cn2nnc(-c3cccs3)n2)C(C(=O)NC(C)C)c2ccc(C)o2)c1 (centres undefined)
 : 0	21	-5	i	2	5	-7	2	-1	-10
> COc1ccc(S(=O)(=O)NC(C)C(=O)Nc2ccc3c(c2)OCO3)cc1OC (centres undefined)
 : -3	14	7	i	-7	2	3	-1	1	-24
> O=C(NCc1ccc(Cl)cc1)c1cc2ccccn2n1
 : -1	-84*	0	i	6	9	2	-5	-2	1
> Cc1cc2nnc(SCc3ccccc3)n2c(N)n1
 : -2	80	-2	i	2	8	3	2	-3	-4
> CC1=[N+](C)N(c2ccccc2)C(=O)C1N=C/C=C/c1ccccc1 (centres undefined)
 : 6	30	2	i	6	-1	9	0	25	0
> Cc1cc2nc3n(c2cc1C)CC1CC(C(=O)NCc2cccc(C(F)(F)F)c2)N(C)C31 (centres undefined)
 : 0	19	4	i	2	-2	13	.	1	2
> COc1ccc(CO[C@@H]2O[C@H](CO)[C@@H](O)[C@H](O)[C@H]2NC(C)=O)cc1OC
 : -1	12	-2	i	8	-1	0	2	-17	0
> Cc1ccc(C)c(S(=O)(=O)N2CCCC2CNC(=O)C(=O)NCc2cccs2)c1 (centres undefined)
 : 0	3	5	i	?	-5	-8	.	-2	5
> COc1cc2c(cc1OC)CN(CC(=O)Nc1ccc(C)c(C)c1)CC2
 : -4	3	9	i	5	-3	-2	2	-15	0
> C[C@@H](C(=O)Nc1ccc2ccccc2c1)[C@@H]1C[C@@]1(C)[C@@H](NC(=O)c1cnccn1)c1ccccc1
 : 6	.	.	.	4	.	-11	0	.	.
> CC(=O)CCC(=O)c1ccc2ccccc2c1
 : -3	3	-4	i	7	13	1	-8	19	-3
> O=S(=O)(c1ccc(Oc2ccc(Cl)cc2)nc1)N1CCOCC1
 : -3	?	2	i	-2	1	13	.	-2	0
> O=C(OCc1ccc(Br)cc1F)c1cc2ccccc2oc1=O
 : 1	.	1	i	-2	-8	5	-2	1	.
> COc1ccc(CCNC(C(=O)Nc2cc(C)cc(C)c2)c2ccccc2)cc1 (centres undefined)
 : -3	1	1	i	-7	1	-8	8	5	4
> CC(C)NC(=O)c1ccc(COCC(F)(F)C(F)F)cc1
 : 0	13	-3	i	-2	-2	-5	0	3	4
> CCOc1ccc(N2C(=O)CC(SCCN)C2=O)cc1 (centres undefined)
 : -1	-49	8	i	-7	-3	3	4	25	-1
> O=C(COC(=O)c1ccccc1)Nc1ccc(Cl)cn1
 : -3	16	-3	i	-7	-5	1	-3	-13	0
> CN(C(=O)CSc1nnc(-c2ccncc2)n1Cc1ccccc1)C1CCS(=O)(=O)C1 (centres undefined)
 : 0	39	1	i	1	-4	-2	0	-4	-23
> CS(=O)(=O)n1nc(OC(=O)c2cc(Br)ccc2Cl)cc1N
 : 10	22	-4	i	8	-8	-2	3	2	2
> Nc1c(C(=O)OCC(=O)NCc2ccccc2)[nH]c(=O)[nH]c1=O
 : 3	9	2	i	.	-1	16	2	-1	4
> COC(=O)c1ccc(NC(=O)CSCc2ccc(C)cc2)cc1
 : 0	14	-10	i	-3	3	-4	3	1	0
> Cc1nc(Nc2ccc(Cl)cc2)c(C#N)c(=O)[nH]1
 : -2	2	3	i	-7	-2	21	1	10	2

New compounds follow
The line under a structure holds: GSK3 alpha inh	AI-2 QS modul	Platelet DG rel	PolyA inhibitor	HDAC3 inh	HSF1 inhib	DYRK1A inh	HSP90 refold inh	HSF-1 act	GSK3beta inhib
> C(=N\n1cnnc1)/c1ccc(N2CCOCC2)cc1
 : -1	36	4	i	2	17	-6	3	46	2
> Cc1ccc(C)c(-n2c(CNC(=O)c3ccco3)nnc2SCC(=O)N2CCc3ccccc32)c1
 : -2	10	7	i	-7	11	3	1	58*	1
> C=CCn1c(SCc2c(F)c(F)c(F)c(F)c2F)nc(O)cc1=O
 : 2	10	12	i	8	5	-1	-4	12	4
> COc1ccc2c(c1OC)C(=O)N(c1nc(SC)n[nH]1)C2=O
 : -1	21	0	i	0	-4	0	3	-13	3
> CC1=C(C(=O)OC(C)C)C(c2cccs2)NC(=S)N1 (centres undefined)
 : 3	-3	12	i	-1	-7	0	-4	0	0
> Cc1ccc(NC(=O)COC(=O)COc2cccc3c2OC(C)(C)C3)c(C)c1
 : -5	8	21	i	1	-6	-10	.	-13	1
> C/C(=N\NC(=O)c1ccco1)c1ccc(NC(=O)C(F)(F)F)cc1
 : .	18	10	i	.	16	-6	-1	23	3
> CC(C)(C)c1[nH]nc2c1C(c1ccccc1OC(=O)N1CCOCC1)C(C#N)=C(N)O2 (centres undefined)
 : 3	7	0	i	1	3	-5	7	-12	1
> O=C(COc1ccc(Br)cc1Br)NNC(=O)c1cccs1
 : -1	23	-1	i	6	10	-2	-3	16	-2
> Cc1ccc(NCN2C(=O)C3C4C=CC(C4)C3C2=O)cc1 (centres undefined)
 : -3	21	-1	i	-12	-11	-4	8	-14	3
> CN=c1scc(-c2cccs2)n1/N=C/c1ccccc1O
 : -2	16	12	i	3	-90*	0	78*	-91	0
> Cc1cc(C)nc(N2CCCC(C(=O)NCC(c3ccccc3)c3ccccc3)C2)n1 (centres undefined)
 : 0	24	-4	i	2	-3	0	3	-8	3
> CNc1nc(Nc2ccc([N+](=O)[O-])cc2)nc(OCC(F)(F)F)n1
 : -2	3	1	i	3	-9	-1	-1	-5	-3
> O=C(CCC1CCCN(C(=O)Cc2cccc(F)c2)C1)N1CCN(c2ccccn2)CC1 (centres undefined)
 : -6	12	11	i	-3	-5	-3	-2	-1	4
> COc1ccccc1/C=C/C(=O)c1ccccc1
 : -2	3	7	i	4	8	1	-3	23	0
> CCCC(=O)Nc1nc2n(n1)C(c1ccccc1)CC(=O)N2 (centres undefined)
 : -1	27	-3	i	-1	-3	-3	-1	30	4
> C/C(=N\NC(=O)c1nn(C)cc1Br)c1cccc(NC(=O)C(C)(C)C)c1
 : 0	10	3	i	2	6	-4	0	24	3
> Cn1c(-c2ccc3c(c2)OCO3)cnc1NCc1cccc(Cl)c1
 : -2	4	4	i	4	0	22	2	-6	-4
> COc1ccccc1NC(=O)c1cc2c(CO)cnc(C)c2oc1=Nc1ccccc1
 : -1	29	0	i	4	0	-2	-6	-8	2
> Cc1cc(C)c(S(=O)(=O)c2ccccc2)c(Cl)n1
 : -2	35	4	i	-1	-4	-10	0	-5	0
> CCOC(=O)c1ccc(N(CC(=O)NC2CCCCC2)C(=O)CNC(=O)c2ccco2)cc1
 : 0	2	-6	i	2	8	2	6	29	-3
> CC1CCN(C(=O)Cn2c(=O)oc3ccccc32)CC1
 : 2	7	15	i	0	-2	4	2	10	4

A portion of the library. The share of hits here may be higher or lower than overall.
